Screens (PubChem)
D1 antagonist = human D1 dopamine receptor antagonism; P21728; HEK293 TREx D1 cells, calcium flux, dopamine EC80; active compounds read low; activity change, negative = inhibition, % at 10 µM; hit rate 3.2% among 360,000; in the data active = activity change below about -30%; note: % is set by controls: 0 for no effect and ±100 for the full control effect
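Compound effects on dopamine-evoked calcium signalling were measured in tetracycline-induced HEK293 Trex D1 cells. Dopamine at EC80 followed a 180 s compound pre-read, and fluorescence was tracked kinetically for 180 s more.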
TRHR enhancer = allosterically enhances the human TRH receptor; enhancement, % at 2 µM; AID 493056; TRHR cells, fluo-8 calcium fluorescence, EC20 TRH enhancement; P34981; hit rate 0.66% among 360,000; in the data active = enhancement above about 30%; note: 0% is about no effect
Target sequence (P34981 whole entry, looked up): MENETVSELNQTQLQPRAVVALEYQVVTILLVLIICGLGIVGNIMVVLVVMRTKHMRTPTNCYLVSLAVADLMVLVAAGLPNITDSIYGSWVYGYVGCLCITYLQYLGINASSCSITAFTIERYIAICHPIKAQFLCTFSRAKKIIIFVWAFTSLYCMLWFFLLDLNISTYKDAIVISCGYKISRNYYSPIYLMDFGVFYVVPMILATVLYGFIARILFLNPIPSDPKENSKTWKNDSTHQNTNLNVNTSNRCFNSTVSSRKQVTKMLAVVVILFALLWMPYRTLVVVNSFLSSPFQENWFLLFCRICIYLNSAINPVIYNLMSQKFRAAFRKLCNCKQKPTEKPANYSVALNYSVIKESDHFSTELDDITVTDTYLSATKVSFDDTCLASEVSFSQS
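TRHR-expressing cells loaded with fluo-8 calcium dye were read kinetically (ex 480/em 530) during compound addition, then stimulated with an EC20 of TRH (10 nM final). Enhancement of the Gq-mediated intracellular calcium response was scored.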
D2 potentiator = positive allosteric modulators of human D2 dopamine receptor | P14416 | HEK293 T-REx D2, calcium flux, EC20 dopamine potentiation | potentiation, % at 10 µM | hit rate 0.34% among 340,000;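 active = potentiation over 3 SD above the plate norm, cut at about 30% in these data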; note: 0% is about no effect
Target sequence (P14416 whole entry, looked up): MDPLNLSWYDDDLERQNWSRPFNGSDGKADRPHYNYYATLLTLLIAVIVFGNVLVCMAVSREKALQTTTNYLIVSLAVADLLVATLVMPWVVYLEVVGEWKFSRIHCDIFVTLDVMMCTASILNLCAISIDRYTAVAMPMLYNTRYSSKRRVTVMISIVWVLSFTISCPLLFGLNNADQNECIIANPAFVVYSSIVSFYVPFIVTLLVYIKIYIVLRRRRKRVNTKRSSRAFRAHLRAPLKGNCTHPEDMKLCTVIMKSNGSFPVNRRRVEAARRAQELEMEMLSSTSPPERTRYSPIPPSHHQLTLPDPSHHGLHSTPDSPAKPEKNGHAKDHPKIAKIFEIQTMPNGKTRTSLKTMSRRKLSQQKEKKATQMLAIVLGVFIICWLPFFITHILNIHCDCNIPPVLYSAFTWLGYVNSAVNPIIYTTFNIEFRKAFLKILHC
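Tetracycline-induced Hek293 Trex D2 cells, force-coupled to calcium, loaded with no-wash calcium dye. Compound added with 180 s kinetic read for agonism, then EC20 dopamine and a further 180 s read for potentiation.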
D2 ag = D2 dopamine receptor (human) agonism. hit rate 0.53% among 340,000. HEK293 T-REx D2 cells, calcium flux agonist mode. AID 485358. activation, % at 2 µM. P14416;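 active = activation over 3 SD above normal in the single-dose calcium agonist read, cut at about 30% in these data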; note: 0% is about no effect
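Agonism scored from kinetic calcium signal (1 read/sec, 180 s) following compound pin transfer, after a 10 s baseline. Cells: HEK293 Trex line expressing inducible D2 receptor coupled to calcium, dye-loaded after overnight culture at 30 C.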
D1 agonist = activates the human D1 dopamine receptor | activation, % at 2 µM | P21728 | hit rate 1% among 360,000 | HEK293 T-REx D1 cells, calcium flux, agonist mode | AID 504660; in the data active = activation above about 30%; note: 0% is about no effect
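Tetracycline-induced HEK293 TREx D1 cells, force-coupled to calcium signalling, were dye-loaded with a no-wash calcium kit. Compound was pin-added after a 10 s baseline. Fluorescence was read kinetically at 1 cycle/s for 180 s, with calcium rises flagged as agonism.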
RXFP1 ag = agonists of human relaxin receptor RXFP1. Q9HBX9. HEK293T-RXFP1 cAMP TR-FRET, 30 min; response scale: percent of porcine relaxin response, buffer zero. Potency, µM (titrated, usually from 57.5 µM), inactives show at the highest dose activation, usual class: activators. hit rate 0.3% among 370,000; active = well fitted activation curve with a large enough effect; inconclusive = small, poorly fitted or top-dose-only effect; note: potency is the fitted concentration of half-maximal effect; % is set by controls: 0 for no effect and ±100 for the full control effect; nearly all actives have a fitted effect of over 60% in size; many of its hits are not listed in these tables
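HEK293 cells stably expressing RXFP1, treated 30 min at 37C with compounds plus PDE4 inhibitor Ro 20174; cAMP measured by HTRF TR-FRET. Normalized to buffer and 29 nM porcine relaxin; EC50 by Hill fit.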
D2 antagonist = D2 dopamine receptor (human) antagonism. P14416. HEK293 TREx D2 cells, calcium flux, dopamine EC80. inhibition, % at 10 µM. hit rate 2% among 340,000. AID 485344; in the data active = inhibition above about 30%; note: 0% is about no effect
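Inhibition of EC80 dopamine-driven calcium flux, recorded kinetically, defines activity here; cells are a tetracycline-induced HEK293 T-REx line expressing force-coupled D2.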
D1 potentiator = human D1 dopamine receptor positive modulation. hit rate 0.036% among 360,000. potentiation, % at 10 µM. HEK293 TREx D1 cells, calcium flux, dopamine EC20 potentiation. AID 504651. P21728; in the data active = potentiation above about 30%; note: 0% is about no effect
RXFP1 antagonist = RXFP1 (human) relaxin receptor antagonism; Q9HBX9; HEK293-RXFP1, relaxin-stimulated cAMP HTRF, 30 min; active compounds read low; activity change, negative = inhibition, % at 57.5 µM; hit rate 0.59% among 350,000;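 active = activity change of -60% or lower, but not beyond a set lower limit; inconclusive = change between -60% and -40%, or beyond the set limit; inactive = change above -40%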; note: % is set by controls: 0 for no effect and ±100 for the full control effect
* marks the source's active call; other numbers are inactive results; ? = inconclusive; / = not tested or not shown.

Start of the data: the first 6 records, ahead of the listing:
entry | structure | D1 antagonist | TRHR enhancer | D2 potentiator | D2 ag | D1 agonist | RXFP1 ag | D2 antagonist | D1 potentiator | RXFP1 antagonist
1 | CC(N)[C@H](O)c1ccc(O)c(O)c1 (stereo partly specified) | 25 | -4 | / | / | 6 | / | / | 1 | /
2 | O=C(C(=O)N1CCC2(CC1)OCCO2)c1c[nH]c2ccccc12 | 17 | -1 | 2 | 0.2 | 2 | 3.2% | 3 | -2 | 4
3 | Cc1[nH]c2c(Cl)cccc2c1CCN | -2 | -2 | -32 | 24 | 2 | -0.1% | 41* | 2 | -2
4 | Cc1cccc(C)c1NC(=O)CN(C)CC(=O)Nc1ccc(C#N)c(Cl)c1 | 13 | -7 | 11 | 0.3 | 14 | 4.9% | 6 | 2 | -17
5 | Cc1ccc(N(C)C(=O)Oc2cccc3ccc(C)nc23)cc1 | 4 | 4 | 10 | -0.3 | 0 | 1.5% | 9 | -8 | -7
6 | CN(C)c1ccc(-[n+]2c(-c3ccccc3)cc(-c3ccccc3)cc2-c2ccccc2)cc1 | 27 | -12 | -3 | -0.8 | 7 | 8.4% | 0 | -8 | -105*

Results, from the start:
entry | structure | D1 antagonist | TRHR enhancer | D2 potentiator | D2 ag | D1 agonist | RXFP1 ag | D2 antagonist | D1 potentiator | RXFP1 antagonist
1 | CC(N)[C@H](O)c1ccc(O)c(O)c1 (stereo partly specified) | 25 | -4 | / | / | 6 | / | / | 1 | /
2 | O=C(C(=O)N1CCC2(CC1)OCCO2)c1c[nH]c2ccccc12 | 17 | -1 | 2 | 0.2 | 2 | 3.2% | 3 | -2 | 4
3 | Cc1[nH]c2c(Cl)cccc2c1CCN | -2 | -2 | -32 | 24 | 2 | -0.1% | 41* | 2 | -2
4 | Cc1cccc(C)c1NC(=O)CN(C)CC(=O)Nc1ccc(C#N)c(Cl)c1 | 13 | -7 | 11 | 0.3 | 14 | 4.9% | 6 | 2 | -17
5 | Cc1ccc(N(C)C(=O)Oc2cccc3ccc(C)nc23)cc1 | 4 | 4 | 10 | -0.3 | 0 | 1.5% | 9 | -8 | -7
6 | CN(C)c1ccc(-[n+]2c(-c3ccccc3)cc(-c3ccccc3)cc2-c2ccccc2)cc1 | 27 | -12 | -3 | -0.8 | 7 | 8.4% | 0 | -8 | -105*
7 | Clc1ccc(N2CCNCC2)nn1 | 10 | -6 | -1 | 1.8 | 0 | 1.8% | 8 | 3 | -9
8 | O=c1c2ccccc2nc(/C=C/c2ccc([N+](=O)[O-])o2)n1-c1ccc(O)cc1 | -3 | 15 | / | / | 6 | 15% | / | -5 | -12
9 | CC1CCCCN1C(=O)c1ccc(N2CC3CC(C2)c2cccc(=O)n2C3)c([N+](=O)[O-])c1 (stereo unspecified) | 2 | -5 | 17 | -0.8 | 1 | 0.5% | -3 | 1 | 4
10 | COC(=O)C1=C(c2ccc3ccccc3c2)C[C@@H]2CC[C@H]1N2C(=O)NCc1ccco1 | -7 | -4 | -4 | -0.1 | 3 | -0.1% | 4 | -5 | /
11 | CC(=O)Nc1nnc(CCN(CCc2nnc(NC(C)=O)s2)[N+](=O)[O-])s1 | 2 | 4 | 6 | 0.5 | 5 | -2.4% | -21 | 0 | 6
12 | Cn1c(O)c(C=NC2CCN(Cc3ccccc3)CC2)c(=O)n(C)c1=O | -17 | 0 | 3 | -0.7 | 2 | -0.8% | -4 | -6 | 4
13 | O=C(c1cccs1)C1CN2CCC1CC2 (stereo unspecified) | -2 | 13 | / | -0.4 | 2 | 0.9% | -13 | -2 | -9
14 | C#CCOc1ccc2c(c1)c(C(C)=O)c(C)n2Cc1ccccc1 | -11 | 2 | 14 | -0.7 | 5 | 1.0% | 2 | 0 | -24
15 | c1ccc(-c2nnc(C3CC(c4cccnc4)=NO3)o2)cc1 (stereo unspecified) | -1 | -11 | -2 | 0.1 | 4 | -1.8% | 9 | -5 | /
16 | Cc1ccc(CNC(=O)CCCn2c(=O)c3sccc3n(CC(=O)Nc3c(C)cccc3C)c2=O)cc1 | 2 | -4 | -3 | / | -2 | ? | / | 1 | -5
17 | CCOP(=O)(OCC)Oc1cc(C)c(N(C)C)c(C)c1 | 26 | 23 | / | / | 1 | 2.9% | / | -2 | -6
18 | COC(=O)CC1(CC(=O)OC)C(=O)N(c2ccccc2)C(=O)N(c2ccccc2)C1=O | 4 | 0 | 4 | 1.0 | 2 | 0.3% | -17 | -5 | 3
19 | COc1cccc(CNC(=O)CCC(=O)N2C[C@H]3C[C@H](C2)c2cccc(=O)n2C3)c1OC | -13 | 16 | -13 | 0.0 | 1 | 0.2% | -2 | -1 | /
20 | COC(=O)C1=C(c2ccc(F)cc2OCc2ccccc2)C[C@@H]2CC[C@H]1N2C(=O)NCCCc1ccccc1 | -20 | -10 | 5 | -0.8 | 10 | 1.1% | 11 | -9 | /
21 | O=c1[nH]c(O)c(C=Nc2ccc(Cl)c(C(F)(F)F)c2)c(=O)[nH]1 | -13 | -5 | 6 | 0.6 | -1 | 1.8% | -9 | 1 | 6
22 | Cc1ccc2c(c1)=C/C(=C\c1c(O)[nH]c(=O)[nH]c1=O)C(=O)N=2 | 19 | 2 | 2 | -0.4 | 2 | -0.5% | -28 | -5 | /
23 | CC(C)Cc1[nH]c(=O)c(C#N)c2c1CCC2 | 4 | 4 | 7 | -0.9 | 2 | 1.9% | -1 | -5 | 8
24 | CCc1ccc(-n2nc(C)c3c2NC(=O)CSC3c2ccc(OC)cc2OC)cc1 (stereo unspecified) | 0 | -24 | -19 | -1.1 | 1 | 0.1% | / | -5 | -11
25 | C/C(=N\NC(=O)c1ccccc1)c1c(O)n(C2CCCCC2)c(=O)[nH]c1=O | -3 | 0 | -5 | -0.1 | 1 | 1.8% | -1 | 1 | -26
26 | O=C(c1ccc2c(c1)N(Cc1ccccc1)CCS2)N1CCC2(CC1)OCCO2 | 2 | -6 | -5 | -0.3 | 0 | 8.1% | 7 | -3 | -28
27 | Cc1ccccc1NC(=O)NCCN1CC1 | 9 | 6 | -8 | 0.5 | 1 | -0.5% | -15 | -6 | 11
28 | COc1ccc2c(C)c(CC(=O)N3C[C@H]4C[C@@H](C3)c3cccc(=O)n3C4)c(=O)oc2c1C | -1 | 5 | -5 | 0.1 | 3 | 5.6% | -12 | 0 | /
29 | O=c1[nH]c(=O)n(C2CCCCC2)c(O)c1/C=C/C=Nc1ccccc1 | -1 | 17 | 3 | 21 | 175* | 2.9% | -3 | -9 | -10
30 | O=C(COc1ccccc1)NCCc1cnc[nH]1 | 40 | 7 | 1 | -0.1 | 4 | 1.1% | 4 | 0 | 1
31 | Cc1c(C)c2ccc(OCC(=O)N3C[C@H]4C[C@@H](C3)c3cccc(=O)n3C4)cc2oc1=O | 6 | -4 | 4 | -0.1 | 1 | 4.8% | -26 | 0 | /
32 | CCOP(=O)(Cc1cc(C#N)oc1C)OCC | 15 | -4 | -2 | 1.4 | 2 | -0.2% | 15 | -1 | -17
33 | COCCOC(=O)c1c(N)n(Cc2ccc(OC)cc2)c2nc3ccccc3nc12 | -3 | 0 | 20 | 0.5 | 3 | 2.1% | 12 | -2 | 2
34 | Cn1cnc([N+](=O)[O-])c1Sc1ccc([N+](=O)[O-])cc1 | -1 | 13 | -8 | 1.9 | 14 | 2.8% | 18 | 13 | 3
35 | CSC(=Nc1ccccc1)c1c(O)n(C)c(=O)n(C)c1=O | 0 | -4 | -6 | 1.1 | 3 | -1.4% | 8 | -2 | -18
36 | CCN1CCN(Cc2cc(Br)ccc2O)CC1 | 2 | 0 | -21 | 1.0 | 3 | -0.6% | 64* | -4 | -4
37 | CC1Oc2cc3c(-c4c(O)cc(O)c5c(O)c6c(cc45)OC(C)C(C)C6=O)c(O)cc(O)c3c(O)c2C(=O)C1C (stereo unspecified) | -4 | 4 | 4 | 0.2 | 4 | 1.8% | -12 | 2 | /
38 | COc1ccc(CN2CCN(C(=O)COc3ccc4ccccc4c3)CC2)c(OC)c1 | -27 | -1 | 1 | 0.0 | 23 | -0.2% | -4 | -5 | -16
39 | O=c1[nH]c(O)c(C=NC2CCCCC2)c(=O)[nH]1 | -1 | -5 | -1 | 0.2 | 10 | -0.1% | -2 | 5 | -3
40 | O=C1NC(=S)NC(=O)C1=Cc1ccc(OCC(=O)N2CCCC2)cc1 | -1 | 4 | 5 | 1.3 | 2 | -0.4% | -7 | -3 | -1
41 | O=[N+]([O-])O[C@H]1CO[C@H]2[C@@H]1OC[C@H]2O[N+](=O)[O-] | -1 | -1 | 0 | 0.7 | -1 | 0.9% | 2 | 0 | 6
42 | O=[N+]([O-])c1ccc(N2CCCCCC2)c2ncccc12 | 10 | -5 | -1 | -1.7 | 3 | -0.8% | -3 | 12 | -29
43 | C=CCOC(=O)COc1cc(C)cc2oc(=O)c3c(c12)CCC3 | 13 | 0 | -4 | 0.9 | 1 | 1.4% | 0 | 4 | -11
44 | Cc1cc(N)n(C2CCN(C)CC2)n1 | -3 | 0 | 4 | 1.5 | 1 | 1.4% | -4 | 2 | -5
45 | Cc1cccc(CCNCc2cc3cccc(C)c3[nH]c2=O)c1 | -4 | -4 | -12 | 0.0 | 17 | ? | 5 | -5 | -5
46 | O=C(Cn1ncc2c3ccccc3n(Cc3cccc(Cl)c3)c2c1=O)N1CCC2(CC1)OCCO2 | 1 | 4 | 6 | 0.8 | 7 | 2.9% | -5 | 6 | 1
47 | Cc1cccnc1-n1c(-c2ccco2)nc2ccccc2c1=O | 0 | -7 | -1 | 0.2 | 2 | -0.9% | -12 | 3 | -5
48 | C/C(=N/OC(=O)N(C)C)c1ncc(C(F)(F)F)cc1N1CCOCC1 | 3 | 11 | 4 | -1.0 | 3 | -0.9% | -7 | 2 | -3
49 | COC(=O)C1=C(c2cc3ccccc3o2)C[C@@H]2CC[C@H]1N2C | -14 | 5 | -7 | 0.2 | 0 | -0.2% | -18 | -3 | /
50 | C[C@]12C=CC(=O)C=C1C=C[C@@H]1C2CC[C@]2(C)C(=O)CCC12 (stereo partly specified) | -15 | -5 | -9 | -0.2 | 1 | -0.3% | 12 | 1 | -1
51 | O=c1c2ccccc2nc(CN2CCOCC2)n1-c1ccccc1F | 5 | -1 | -6 | 0.5 | 0 | 0.0% | -11 | -4 | -8

Two records drawn at random from the list so far:
entry | structure | D1 antagonist | TRHR enhancer | D2 potentiator | D2 ag | D1 agonist | RXFP1 ag | D2 antagonist | D1 potentiator | RXFP1 antagonist
48 | C/C(=N/OC(=O)N(C)C)c1ncc(C(F)(F)F)cc1N1CCOCC1 | 3 | 11 | 4 | -1.0 | 3 | -0.9% | -7 | 2 | -3
42 | O=[N+]([O-])c1ccc(N2CCCCCC2)c2ncccc12 | 10 | -5 | -1 | -1.7 | 3 | -0.8% | -3 | 12 | -29

These rows are one share of the data, so the mix of outcomes need not match the whole.
